Source: PubChem
tolC growth inh: growth inhibitors of E. coli tolC mutant, primary screen, strain BW25113 ΔtolC::kan, 384-well; growth inhibition, % at 10 µM (by protocol); 65,000 compounds, 2.2% hits; AID 573, 2007; OD615;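 active means growth inhibition at or above a cutoff equal to the mean over every tested compound plus 3 SD, cut at about 60% in these data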;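 further: growth measured after 20 h incubation at 37 °C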
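Material: E. coli BW25113 ΔtolC::kan, tolC deletion mutant strain. Measure: percent growth inhibition. Schedule: 37 °C, 20 h exposure. Doses: single-point testing at 10 µM. Signal: A615 absorbance measurement. Buffer or medium: kanamycin-containing LB broth (50 µg/mL).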
HEK293 NFkB inh: inhibitors of PMA/ionomycin-induced NF-kB reporter, primary screen, antigen receptor NF-kB inhibitor project, cell-based, HEK-293 luciferase reporter, luminescence | HEK-293 NF-kB luciferase reporter | inhibition, % at 3 µM | 62,000 compounds, 0.21% hits;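 active means inhibition above the mean of all tested compounds plus 3 SD, cut at about 40% in these data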;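 further: 0% = stimulated DMSO wells and 100% = 10 µM reference inhibitor 5653914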
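System – HEK-293 cells with stable firefly luciferase reporter driven by four HIV NF-kB elements · Doses – one dose, 3 µM · Schedule – 1 h compound pre-incubation, 16 h PMA/ionomycin at 37 °C · Technique – luminescence from luciferase substrate reagent · Measure – percent inhibition normalized per plate to DMSO and reference-inhibitor controls · Replicates – tested once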
PKA kinase inh: inhibitors of human PKA kinase activity, primary screen, biochemical, ATP-depletion luminescence, Kemptide substrate; cAMP-dependent protein kinase catalytic subunit alpha (Homo sapiens), P17612; PKA Kemptide phosphorylation, Kinase-Glo ATP luminescence; inhibition, % at 6 µM; 65,000 compounds, 0.1% hits; AID 524, 2006;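 active means inhibition above the screen-wide mean inhibition plus 3 SD, cut at about 21% in these data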; further: many of its hits are not listed in these tables
NADH enzymes: inhibitors of PK/LDH coupling enzymes, profiling panel, artefact control, biochemical, MLSMR library | coupled PK/LDH NADH assays, four targets | IC50, µM (highest dose often 10 µM), inactives show at the top dose inhibition | 65,000 compounds, 0.02% hits | AID 774, 2007;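 active means single-dose screening hits from any of four coupled enzyme assays that gave an IC50 when retested across doses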;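 further: the DPM-DC format reads NADH fluorescence rather than 340 nm absorbance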
MMP-13 inhibitor: human MMP13 inhibitors, primary screen, biochemical, FRET peptide cleavage; AID 570, 2006; inhibition, % at 4 µM; 65,000 compounds, 0.07% hits; MMP-13 fTHP FRET cleavage, Mca fluorescence;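 active means inhibition above the mean of compound-free control plate wells plus 3 SD, cut at about 14% in these data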;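 further: 0% = DMSO wells and 100% = wells with reference MMP-13 inhibitor after basal subtraction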
Autofluor 339: intrinsic fluorescence of library compounds, ex339/em460 – biochemical, MLSMR library, data from DPM-DC assay, artefact control, profiling panel; compound autofluorescence, ex339/em460 nm, NADH buffer; hits give high values; 1 = no-compound wells, NADH background; fluorescence fold increase at 10 µM; 65,000 compounds, 5.5% hits;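 active means at 10 µM, mean starting fluorescence two-fold or more over control wells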;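 further: signal is the first read of a kinetic run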
ROCK2 blocker: inhibitors of human ROCK2 kinase, primary screen, biochemical, high-throughput, luminescence; purified ROCK2, Kinase-Glo ATP depletion luminescence; inhibition, % at 6 µM; 60,000 compounds, 0.35% hits; AID 604, 2007;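 active means inhibition above the screen-wide mean inhibition plus 3 SD, cut at about 18% in these data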;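 further: plate controls were DMSO wells for no effect and Y-27632 control wells after no-enzyme background subtraction for full effect; many of its hits are not listed in these tables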
A340 absorber: compound light absorbance at 340 nm, profiling panel, artefact control, biochemical, MLSMR library, data from PS, PMK, MK assays. fold change at 10 µM. 65,000 tested, under 10 active. compound absorbance at 340 nm, fold over control;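 active means at 10 µM dose, initial 340 nm absorbance at least 2 fold that of control wells; inactive means change under 2 fold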;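 further: initial absorbance extrapolated from kinetic A340 decline of NADH oxidation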
JNK3 inh: JNK3 kinase activity inhibitors, primary screen, biochemical, human, purified enzyme. 60,000 compounds, 0.61% hits. Mitogen-activated protein kinase 10 (Homo sapiens), P53779. HTS. inhibition, % at 8 µM; in the data active means inhibition above about 17%;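 further: 0% = DMSO and 100% = reference inhibitor; many of its hits are not listed in these tables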
Target sequence (P53779 whole entry, looked up): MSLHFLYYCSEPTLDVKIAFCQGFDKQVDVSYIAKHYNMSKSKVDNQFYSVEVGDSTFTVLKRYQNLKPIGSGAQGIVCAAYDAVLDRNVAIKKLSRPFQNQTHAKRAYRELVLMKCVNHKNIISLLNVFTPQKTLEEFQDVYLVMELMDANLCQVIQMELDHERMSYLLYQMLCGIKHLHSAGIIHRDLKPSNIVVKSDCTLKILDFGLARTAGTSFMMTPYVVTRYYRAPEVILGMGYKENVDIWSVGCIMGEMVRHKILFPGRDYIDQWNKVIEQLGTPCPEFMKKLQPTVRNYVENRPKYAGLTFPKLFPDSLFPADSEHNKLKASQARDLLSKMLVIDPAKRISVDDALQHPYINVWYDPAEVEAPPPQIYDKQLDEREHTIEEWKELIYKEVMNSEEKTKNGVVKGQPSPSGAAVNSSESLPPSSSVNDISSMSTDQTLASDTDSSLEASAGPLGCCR
The depositor's hits bear a star; . = not tested or not shown; [ ] = dose if it differs, or a comment.

SMILES	tolC growth inh	HEK293 NFkB inh	PKA kinase inh	NADH enzymes	MMP-13 inhibitor	Autofluor 339	ROCK2 blocker	A340 absorber	JNK3 inh
CCc1oc(C(=O)O)cc1CN(CC)CC	1	12	6	5%	-2	1.1	.	1	.
CCCC(C(=O)NC1CCCC1)N(C(=O)Cn1nnc(-c2ccc(C)o2)n1)C1CCCC1 (stereo unspecified)	24	8	2	4%	0	1.1	2	1	1
O=C(O)CSC(NC(=O)c1cccnc1)(C(F)(F)F)C(F)(F)F	-6	3	4	10%	4	0.84	1	0.97	-1
Cc1ccc(N2C(=O)c3ccccc3C2=O)cc1C	15	.	.	2%	.	1.1	.	0.99	.
CCn1c(Cn2nnc(-c3ccccc3)n2)nnc1SCc1ccc(Cl)c(Cl)c1	73*	15	10	9%	7	1.1	5	1	0
CCn1c(CSc2ncccn2)nnc1SCC(=O)N1c2ccccc2CC1C (stereo unspecified)	2	22	3	3%	2	1.1	1	0.97	1
CCCC1CCC(C(=O)Nn2c(C)nc3ccccc3c2=O)CC1 (stereo unspecified)	16	18	-4	4%	0	1.1	-8	0.98	5
CCc1nccn1S(=O)(=O)c1ccc2ccc(C)cc2c1	-11	14	-15	1%	4	1.1	-12	1	0
CC(C)Oc1ccc(NC(=O)c2ccncc2)cc1	-12	-1	14	7%	0	1.1	9	1	-5
O=C1Nc2ccc(Br)cc2C1(O)Cc1ccccn1 (stereo unspecified)	-6	.	.	6%	.	0.84	.	1	.
c1nc(NCCN2CCOCC2)c2sc3nc(N4CCOCC4)c4c(c3c2n1)CCC4	13	21	1	5%[fluoresces]	-15	2.3*	.	1.2	.
CC(=O)c1cccc(NC(=O)c2cc(-c3ccc(C)cc3)on2)c1	-11	-3	12	1%	0	1.1	9	1.1	1
CCC(C)NC(=O)C1CCN(S(=O)(=O)c2cccnc2)CC1 (stereo unspecified)	-11	17	5	1%	-1	1.1	.	1	.
Cc1ccc(C(=O)NCC2CCCO2)o1 (stereo unspecified)	-10	14	0	2%	4	1.1	4	1	-11
COc1ccc(N2C(=O)C3CCCN3C2c2ccccc2F)cc1 (stereo unspecified)	-12	9	-6	4%	5	1.1	-2	1	-3
COc1ccccc1C(=O)Nc1nnc(-c2ccc(F)cc2)o1	4	11	11	4%	-1	1.1	-5	1.1	6
CC(=O)Nc1ccc2c(c1)C(=O)N(C1CCCCC1)C2=O	-5	-1	2	8%[fluoresces]	-24	3.8*	-1	1	-3
Cn1c(=O)oc2cc(S(=O)(=O)NCCN3CCCCCC3)ccc21	-7	16	14	5%	4	1.1	3	0.98	3
CC(=O)N1CC2(C)CN(C(C)=O)CC(C)(C1)C2O (stereo unspecified)	-4	8	11	7%	-2	1.1	5	1.1	3
COC(=O)C1CCN(C(c2cc(OC)c(OC)c(OC)c2)c2sc3nc(C)nn3c2O)CC1 (stereo unspecified)	-12	-1	5	5%	-7	0.94	6	1	2
COc1ccccc1-c1cc(C(=O)NCc2cccs2)no1	-22	13	10	4%	-16	1.1	6	0.99	3
COc1ccc(CC(NC(C)=O)C(=O)NC2CCN(S(=O)(=O)c3ccccc3)CC2)cc1OC (stereo unspecified)	-13	14	-2	5%	-1	1.1	-1	1	-5
CCC1CCCCN1CCNC(=O)CNS(=O)(=O)c1ccc2nc(C)sc2c1 (stereo unspecified)	-8	-3	5	2%	0	1.1	6	0.99	3
O=C(CN1CCN(S(=O)(=O)c2ccccc2)CC1)Nc1ccc2c(c1)OCO2	3	5	9	3%	0	1	4	1	-3
O=C(CN1C(=O)c2cccc3cccc1c23)N1CCN(c2cccc(Cl)c2)CC1	-12	13	10	16%	-3	2.4*	9	1	-6

Not a retest: 11 of the compounds above.
SMILES	tolC growth inh	HEK293 NFkB inh	PKA kinase inh	NADH enzymes	MMP-13 inhibitor	Autofluor 339	ROCK2 blocker	A340 absorber	JNK3 inh
COc1ccc(N2C(=O)C3CCCN3C2c2ccccc2F)cc1 (stereo unspecified)	-12	9	-6	4%	5	1.1	-2	1	-3
COc1ccccc1C(=O)Nc1nnc(-c2ccc(F)cc2)o1	4	11	11	4%	-1	1.1	-5	1.1	6
CC(=O)Nc1ccc2c(c1)C(=O)N(C1CCCCC1)C2=O	-5	-1	2	8%[fluoresces]	-24	3.8*	-1	1	-3
Cn1c(=O)oc2cc(S(=O)(=O)NCCN3CCCCCC3)ccc21	-7	16	14	5%	4	1.1	3	0.98	3
CC(=O)N1CC2(C)CN(C(C)=O)CC(C)(C1)C2O (stereo unspecified)	-4	8	11	7%	-2	1.1	5	1.1	3
COC(=O)C1CCN(C(c2cc(OC)c(OC)c(OC)c2)c2sc3nc(C)nn3c2O)CC1 (stereo unspecified)	-12	-1	5	5%	-7	0.94	6	1	2
COc1ccccc1-c1cc(C(=O)NCc2cccs2)no1	-22	13	10	4%	-16	1.1	6	0.99	3
COc1ccc(CC(NC(C)=O)C(=O)NC2CCN(S(=O)(=O)c3ccccc3)CC2)cc1OC (stereo unspecified)	-13	14	-2	5%	-1	1.1	-1	1	-5
CCC1CCCCN1CCNC(=O)CNS(=O)(=O)c1ccc2nc(C)sc2c1 (stereo unspecified)	-8	-3	5	2%	0	1.1	6	0.99	3
O=C(CN1CCN(S(=O)(=O)c2ccccc2)CC1)Nc1ccc2c(c1)OCO2	3	5	9	3%	0	1	4	1	-3
O=C(CN1C(=O)c2cccc3cccc1c23)N1CCN(c2cccc(Cl)c2)CC1	-12	13	10	16%	-3	2.4*	9	1	-6

Additional records:
SMILES	tolC growth inh	HEK293 NFkB inh	PKA kinase inh	NADH enzymes	MMP-13 inhibitor	Autofluor 339	ROCK2 blocker	A340 absorber	JNK3 inh
N[C@@H](Cc1ccccc1)c1nnc2sc(SCc3ccccc3)nn12	12	-6	6	4%	2	1	2	0.97	-10
CCOC(=O)C1CCN(Cc2nc3ccc(Cl)cc3n2CCO)CC1	-9	12	6	10%	-2	1.1	0	0.99	3
N#Cc1c(SCC(=O)O)nc(N2CCCCC2)c2c1CCCC2	1	.	-2	0%	-4	1	-17	1.1	3
Cc1ccccc1N(Cc1nnc2n1CCCCC2)C(=O)Nc1ccccc1	-1	15	8	4%	3	1	8	0.99	-1
Cc1csc(Sc2nc3c(c(=O)[nH]c(=O)n3C)n2Cc2ccccc2Cl)n1	-18	8	-5	8%	-2	1.1	-3	0.98	-1
COc1ccc(-c2noc(CSc3nc(-c4ccccc4)cc(=O)[nH]3)n2)cc1OC	0	4	5	4%	7	1.1	0	1.1	-10
O=C(O)c1cccc(N2C(=O)CCC2=O)c1	-23	7	0	3%	2	1.1	3	1	0
C1=C(CCNc2nnnn2-c2ccccc2)CCCC1	21	15	-2	4%	5	0.99	0	1	-3
COc1cccc(C2c3c(oc4ccccc4c3=O)C(=O)N2CCCN2CCOCC2)c1 (stereo unspecified)	-5	-4	-5	7%	4	1.1	-3	1	1
O=C(Cc1ccccc1)Nc1cccc(N2CCCC2)c1	-8	16	11	1%	4	1.1	6	1	-8
Cc1ccc(-n2c(SCC(=O)Nc3ccc4cn[nH]c4c3)nnc2-c2ccco2)cc1	6	13	6	4%	-1	1.1	12	1	-6
O=C(CSc1oc(-c2ccco2)nc1S(=O)(=O)c1ccc(Cl)cc1)NCC1CCCO1 (stereo unspecified)	-6	13	6	6%	2	1.1	.	0.98	.
COC(=O)c1cccc(NC(=O)c2cccc(OC)c2)c1	-4	-22	-1	1%	3	1.1	-10	1	1
CCOC(=O)C1CCN(c2cc(=O)n(Cc3ccc(F)cc3)c(=O)[nH]2)CC1	-28	-4	4	4%	-13	1.1	4	1	-3
O=c1c2c(-c3ccco3)csc2nc(SCc2cn3cccnc3n2)n1-c1ccccc1	29	7	-2	5%	-24	1.8	2	1	-2
CC(=O)c1c(C(C)=O)c(C)n(Cc2ccccc2)c1C	-7	15	3	3%	2	1.1	6	1	0
Cc1ccc(S(=O)(=O)N2CCN(S(=O)(=O)c3ccc4c(c3)OCCO4)CC2)cc1	-17	16	6	11%	4	1.2	4	1.1	-5
Cc1ccc(CN2CCNC(=O)C2CC(=O)O)o1 (stereo unspecified)	-9	1	-1	3%	1	1.1	2	1.1	-3
COc1ccc2oc(C(=O)CCC(=O)O)c(N)c2c1	-12	10	4	9%	-18	1.7	3	1.1	-4
Cn1c(-c2ccc3nc(N)sc3c2)nc2cc(N)ccc21	-10	2	-1	2%[fluoresces]	-41	1.9	.	1.1	.
CCCC1C2CN(C(C)C)CC=C2C(C#N)=C(N)C1(C#N)C#N (stereo unspecified)	-1	7	15	13%	-67[fluorescence artefact?]	4*	-2	1	-9
Cc1onc(-c2ccccc2)c1C(=O)Oc1cccnc1	-2	9	-1	0%	-4	1	-1	1	1
CCOC(=O)N1CCN(S(=O)(=O)c2ccc(OCC(=O)OC)cc2)CC1	-2	-1	2	0%	1	1.1	4	1.1	1
Cn1c2c(c(=O)n(C)c1=O)C(c1ccc(Br)cc1)Nc1ccccc1O2 (stereo unspecified)	10	1	-5	8%	2	1	3	1	-5
Cc1ccc(NC(=O)CSc2nnc(Cn3cnc4ccccc43)o2)cc1	4	12	5	7%	0	1.2	-3	0.97	0

Next entries follow:
SMILES	tolC growth inh	HEK293 NFkB inh	PKA kinase inh	NADH enzymes	MMP-13 inhibitor	Autofluor 339	ROCK2 blocker	A340 absorber	JNK3 inh
COC(=O)c1nn(-c2c(C)n(C)n(-c3ccccc3)c2=O)cc1O	-11	12	5	2%	0	1.1	6	1.1	9
Cc1c(C(=O)NCc2ccc3c(c2)OCO3)sc2nc(-c3ccc(F)cc3)cn12	-6	19	-2	3%	2	1.1	2	1	0
COc1ccc(-c2noc(-c3cccc(Cl)c3)n2)cc1OC	-10	-3	-4	2%	5	1.1	.	1	.
CCOC(=O)N1CCN(C(=O)CCCn2c(=O)[nH]c3ccccc3c2=O)CC1	-22	12	10	4%	-3	1.1	7	0.99	14
CCOC(=O)N1CCC(N2CC34C=CC(O3)C(C(=O)Nc3ccc(OCC)cc3)C4C2=O)CC1 (stereo unspecified)	-16	0	10	5%	4	1.1	1	1.1	3
COc1ccc(-c2csc(NCc3ccco3)n2)cc1C	65*	-3	-7	6%	2	1.1	-3	1	-1
CC(C)Oc1ccc(N2CC(C(=O)Nc3ccc4c(c3)OCO4)CC2=O)cc1 (stereo unspecified)	-7	15	7	0%	1	1	4	1	-2

An excerpt. The share of hits here may be higher or lower than overall.
